Screens from PubChem.
E-sel TNF inh: TNF alpha driven E-selectin expression inhibition. HUVEC TNFa-induced E-selectin immunofluorescence, high content. inhibition, % at 2 µM. hit rate 0.71% among 120,000. AID 1246;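 active means inhibition above the batch mean plus 3 SD, and confirmed as a hit on visual image review, cut at about 43% in these data; inconclusive means passes the inhibition cutoff but fails visual image review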;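 further: 0% = TNF-stimulated DMSO wells and 100% = unstimulated control wells; not every result past the cut was called active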
BB579 growth dn: yeast BB579 growth reduction in restrictive medium. hit rate 0.51% among 140,000. S. cerevisiae BB579 growth, OD615, 48 h. inhibition, % at 10 µM;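 active means inhibition above a set limit, 3 SD over the mean compound inhibition, cut at about 44% in these data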; further: inactives centre near -24
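Test system: Saccharomyces cerevisiae DeaD strain BB579, replicative lifespan model yeast | Buffer or medium: Restrictive CSMM-D medium | Doses: One dose, 10 µM compound with 0.25% DMSO | Incubation: 48 h exposure, 30 °C | Detection: Culture absorbance at 615 nm | Control set: Amphotericin B at 10 µg/mL as positive control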
Yeast lifespan up: extends the lifespan of yeast | S. cerevisiae growth with nicotinamide, OD615; deaD strain in restrictive glucose medium | inhibition of the nicotinamide effect, % at 10 µM | hit rate 0.68% among 130,000;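 active means inhibition above a set limit, placed 3 SD over the median of all compounds, cut at about 26% in these data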;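 further: 0% = nicotinamide-treated wells and 100% = cells grown without nicotinamide; some compounds called inactive have numbers as strong as hits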
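Test system – modified budding yeast, DeaD strain · Compound – single dose 10 µM compound, 0.25% DMSO · Times – culture preincubation 4 h, compound exposure 48 h, both 30 °C · Detection – optical density (absorbance) at 615 nm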
PTEN del growth: growth suppressors of cells with PTEN tumor suppressor deletion. HCT116 PTEN-null viability, CellTiter-Glo, 60 h; active compounds read low. viability, % at 10 µM. hit rate 1.2% among 140,000. AID 827;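 active means viability at or below a set limit, 4 SD under the median of all tested compounds, cut at about 3.7% in these data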;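 further: PTEN knockout HCT116 line with beta catenin targeted HCT116 as companion control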
Phagocyt inh: inhibitors of macrophage phagocytosis. J774A.1 macrophage IgG-bead phagocytosis, imaging. inhibition, % at 5 µM. hit rate 0.07% among 110,000. AID 1029;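 active means inhibition above the mean of the plate negative controls plus 5 SD, cut at about 13% in these data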;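 further: phagocytic index as fraction of beads internalized from green versus red external bead signal; plate controls were DMSO negative control for no effect and cytochalasin-D positive control for full effect; some results beyond the cut were filed as inactive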
MRP-1 activ: MRP-1 activation; H69AR cells + doxorubicin, viability rescue, CellTiter-Glo; viability increase, % at 10 µM; hit rate 0.61% among 140,000; AID 799;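 active means viability gain under doxorubicin at or above a set limit, the compound median plus 3 SD, cut at about 4.7% in these data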;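 further: MRP-1 overexpressing cells given doxorubicin 25 µM after compound pretreatment; 18-22 h compound pretreatment then 72 h with doxorubicin before readout; 0% = doxorubicin-only wells and 100% = vehicle-treated cells without doxorubicin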
bCat KO growth: beta-catenin-lacking colon tumor cell growth suppression. viability, % at 10 µM. HCT116 beta-catenin knockout viability, CellTiter-Glo, 60 h; active compounds read low. hit rate 1.5% among 140,000;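 active means viability at or under a set limit, the compound median less 4 SD, cut at about 6% in these data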;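 further: 0% = Hyamine 1622 control at 20 µM and 100% = untreated cell control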
NPY-Y2 antag: antagonists of human neuropeptide Y receptor Y2 | NPY-Y2 expressing cells, antagonist mode | inhibition, % at 2.7 µM | hit rate 0.99% among 140,000; in the data active means inhibition above about 17%;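 further: 0% = vehicle with agonist challenge and 100% = reference antagonist with challenge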
Target sequence (P49146 whole entry, looked up): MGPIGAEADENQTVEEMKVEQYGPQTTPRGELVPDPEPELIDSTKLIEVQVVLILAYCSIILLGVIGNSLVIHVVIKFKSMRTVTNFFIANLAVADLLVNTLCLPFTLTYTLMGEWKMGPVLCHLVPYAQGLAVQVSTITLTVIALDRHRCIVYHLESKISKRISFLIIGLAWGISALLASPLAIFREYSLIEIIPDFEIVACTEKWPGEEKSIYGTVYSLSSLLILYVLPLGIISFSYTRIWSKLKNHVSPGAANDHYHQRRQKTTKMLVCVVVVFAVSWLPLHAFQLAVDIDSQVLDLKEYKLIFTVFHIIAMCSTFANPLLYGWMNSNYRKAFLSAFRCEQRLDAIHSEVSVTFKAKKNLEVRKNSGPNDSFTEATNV
Measles CPE: protection of cells from measles virus; Measles virus-infected cells, CPE protection, absorbance; protection (pct of control), % at 4 µM; hit rate 1.5% among 140,000; in the data active means protection mostly above about 24%, no sharp cut-off; inactive means mostly below about 26%; further: some compounds called inactive have numbers as strong as hits
GALR2 blocker: blocks the human galanin receptor 2; inhibition, % at 4 µM; hit rate 0.39% among 140,000; AID 828; GALR2-expressing cells, antagonist mode; O43603; in the data active means inhibition above about 27%;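 further: cells stimulated with galanin 1-16 at roughly its EC80; 0% = agonist challenge control and 100% = basal control without agonist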
Target sequence (O43603 whole entry, looked up): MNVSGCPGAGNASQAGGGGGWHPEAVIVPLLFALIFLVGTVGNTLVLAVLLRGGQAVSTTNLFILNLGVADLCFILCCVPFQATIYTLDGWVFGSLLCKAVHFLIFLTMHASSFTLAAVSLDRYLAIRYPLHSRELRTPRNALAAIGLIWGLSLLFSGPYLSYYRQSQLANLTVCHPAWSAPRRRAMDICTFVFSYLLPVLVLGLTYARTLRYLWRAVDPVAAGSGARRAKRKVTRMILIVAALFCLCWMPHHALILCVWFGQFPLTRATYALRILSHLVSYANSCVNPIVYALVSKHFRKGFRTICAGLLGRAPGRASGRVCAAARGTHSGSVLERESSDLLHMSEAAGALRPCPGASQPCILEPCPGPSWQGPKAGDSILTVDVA
An asterisk follows results filed as active.

What do the screens show for `Cc1ccccc1OCC(=O)N/N=C/c1cn(Cc2ccccc2)c2ccccc12`?
E-sel TNF inh: -5; BB579 growth dn: -57; Yeast lifespan up: 2; PTEN del growth: 64; Phagocyt inh: -6; MRP-1 activ: -4.1; bCat KO growth: 64; NPY-Y2 antag: 1; Measles CPE: 34; GALR2 blocker: 18

How did Cc1ccc(CNC(=O)CCNS(=O)(=O)c2cccc3nonc23)cc1 do in these assays?
E-sel TNF inh: 24; BB579 growth dn: -57; Yeast lifespan up: -4; PTEN del growth: 99; Phagocyt inh: -2; MRP-1 activ: -0.3; bCat KO growth: 101; NPY-Y2 antag: 0; Measles CPE: 11; GALR2 blocker: -3

How did COc1ccc(-c2nnc3ccc(SCC(=O)N4CCCC4)nn23)cc1 do in these assays?
BB579 growth dn: -27; Yeast lifespan up: -8; PTEN del growth: 100; Phagocyt inh: 2; MRP-1 activ: -1.1; bCat KO growth: 99; NPY-Y2 antag: -2; Measles CPE: 10; GALR2 blocker: -10

Results for O=C(Nc1ccccc1-c1ccccc1)c1ccc(Cl)c([N+](=O)[O-])c1 ?
BB579 growth dn: -14; Yeast lifespan up: 2; PTEN del growth: 7; Phagocyt inh: -8; MRP-1 activ: -4.8; bCat KO growth: 6; NPY-Y2 antag: 0; Measles CPE: 8; GALR2 blocker: 5

What do the screens show for `O=C1C2CC=CCC2C(=O)N1Cc1ccccc1` (configuration not stated)?
E-sel TNF inh: 11; BB579 growth dn: 5; PTEN del growth: 90; MRP-1 activ: -1.4; bCat KO growth: 84; NPY-Y2 antag: 1; Measles CPE: 10; GALR2 blocker: -1

How did CCc1nc2ccc(C(=O)NCc3ccco3)cc2nc1CC do in these assays?
E-sel TNF inh: -13; BB579 growth dn: -36; Yeast lifespan up: -13; PTEN del growth: 91; Phagocyt inh: 0; MRP-1 activ: -1.1; bCat KO growth: 95; NPY-Y2 antag: 0; Measles CPE: 1; GALR2 blocker: 15

How did CCOC(=O)c1sc(-c2ccc(C)cc2)c(C#N)c1C do in these assays?
BB579 growth dn: -28; Yeast lifespan up: 0; PTEN del growth: 100; Phagocyt inh: -5; MRP-1 activ: -1.8; bCat KO growth: 99; NPY-Y2 antag: 2; Measles CPE: 13; GALR2 blocker: -7

What do the screens show for `O=C(O)C1C2C=CC(O2)C1C(=O)NCc1ccc(Cl)cc1` (configuration not stated)?
E-sel TNF inh: -10; BB579 growth dn: -23; Yeast lifespan up: -10; PTEN del growth: 89; Phagocyt inh: 1; MRP-1 activ: -0.3; bCat KO growth: 99; NPY-Y2 antag: -1; Measles CPE: 9; GALR2 blocker: -6

Results for Cc1ccc(NC(=O)c2cccs2)cc1S(=O)(=O)Nc1cccc(Cl)c1 ?
E-sel TNF inh: -23; BB579 growth dn: -6; Yeast lifespan up: 2; PTEN del growth: 39; Phagocyt inh: -10; MRP-1 activ: 2.5; bCat KO growth: 46; NPY-Y2 antag: -1; Measles CPE: 12; GALR2 blocker: -3

Results for COn1c2c(c3c4nonc4ccc31)CCCC2 ?
E-sel TNF inh: -10; BB579 growth dn: -27; Yeast lifespan up: -14; PTEN del growth: 94; Phagocyt inh: -1; MRP-1 activ: -1.2; bCat KO growth: 100; NPY-Y2 antag: 2; Measles CPE: 10; GALR2 blocker: 18

Results for c1ccc2c(c1)oc1c(NCC3CCCO3)ncnc12 (configuration not stated) ?
E-sel TNF inh: 6; BB579 growth dn: -12; Yeast lifespan up: -26; PTEN del growth: 102; Phagocyt inh: -2; MRP-1 activ: -4.3; bCat KO growth: 98; NPY-Y2 antag: 1; Measles CPE: 3; GALR2 blocker: 22

Results for O=C(Nc1nnc(SCC(=O)N2CCCc3ccccc32)s1)c1ccc2ccccc2c1 ?
E-sel TNF inh: -12; BB579 growth dn: -16; Yeast lifespan up: -1; PTEN del growth: 87; Phagocyt inh: -9; MRP-1 activ: -0.3; bCat KO growth: 96; NPY-Y2 antag: 6; Measles CPE: 8; GALR2 blocker: -10

Molecules listed so far that contain two or more sulfur atoms (two):
Results for Cc1ccc(NC(=O)c2cccs2)cc1S(=O)(=O)Nc1cccc(Cl)c1 ?
E-sel TNF inh: -23; BB579 growth dn: -6; Yeast lifespan up: 2; PTEN del growth: 39; Phagocyt inh: -10; MRP-1 activ: 2.5; bCat KO growth: 46; NPY-Y2 antag: -1; Measles CPE: 12; GALR2 blocker: -3

Results for O=C(Nc1nnc(SCC(=O)N2CCCc3ccccc32)s1)c1ccc2ccccc2c1 ?
E-sel TNF inh: -12; BB579 growth dn: -16; Yeast lifespan up: -1; PTEN del growth: 87; Phagocyt inh: -9; MRP-1 activ: -0.3; bCat KO growth: 96; NPY-Y2 antag: 6; Measles CPE: 8; GALR2 blocker: -10

Carrying on:
What do the screens show for `O=C(O)CSc1nnc(-c2ccncc2)n1CCc1ccccc1`?
E-sel TNF inh: inconclusive; BB579 growth dn: 0; Yeast lifespan up: 5; PTEN del growth: 104; Phagocyt inh: -3; MRP-1 activ: 0.6; bCat KO growth: 102; NPY-Y2 antag: 1; Measles CPE: 9; GALR2 blocker: -4

What do the screens show for `COc1ccc(/C=N\n2nnc3ccccc32)cc1`?
BB579 growth dn: -43; Yeast lifespan up: -15; PTEN del growth: 56; Phagocyt inh: -4; MRP-1 activ: -3.5; bCat KO growth: 54; NPY-Y2 antag: 7; Measles CPE: 4; GALR2 blocker: 10

How did CC1C/C(=N\NC(=O)c2ccc(NS(=O)(=O)c3ccc(Br)cc3)cc2)CC(C)(C)C1 (configuration not stated) do in these assays?
BB579 growth dn: -57; Yeast lifespan up: 2; PTEN del growth: 99; MRP-1 activ: -0.6; bCat KO growth: 97; NPY-Y2 antag: 2; Measles CPE: 3; GALR2 blocker: 1

What do the screens show for `Cc1ccc(SCc2cc(=O)[nH]c(Nc3nc(C)c4cccc(C)c4n3)n2)cc1`?
E-sel TNF inh: -11; BB579 growth dn: -18; Yeast lifespan up: -6; PTEN del growth: 78; MRP-1 activ: -3.1; bCat KO growth: 62; NPY-Y2 antag: 2; Measles CPE: 17; GALR2 blocker: 3

How did Cc1cccc(CS(=O)(=O)Cc2ccc(C(=O)NCc3ccco3)o2)c1 do in these assays?
BB579 growth dn: -36; Yeast lifespan up: -5; PTEN del growth: 99; MRP-1 activ: -1.8; bCat KO growth: 97; NPY-Y2 antag: -1; Measles CPE: 8; GALR2 blocker: -3

Results for O=C1OC(c2ccc3c(c2)OCO3)N(C(=O)c2ccc(Cl)c(Cl)c2)c2ccccc21 (configuration not stated) ?
E-sel TNF inh: 18; BB579 growth dn: 16; Yeast lifespan up: -4; PTEN del growth: 78; Phagocyt inh: 0; MRP-1 activ: -2.6; bCat KO growth: 83; NPY-Y2 antag: 2; Measles CPE: 17; GALR2 blocker: 2

How did Cc1[nH]c(=O)[nH]c(=O)c1NC(=O)CSc1ncccc1-c1nc2ccccc2[nH]1 do in these assays?
E-sel TNF inh: 6; BB579 growth dn: -3; Yeast lifespan up: -9; PTEN del growth: 89; Phagocyt inh: 2; MRP-1 activ: -2.0; bCat KO growth: 102; NPY-Y2 antag: 1; Measles CPE: 12; GALR2 blocker: -13

Results for O=c1cc(CSc2nnc3ccccn23)c2c(ccc3ccccc32)o1 ?
E-sel TNF inh: -5; BB579 growth dn: -64; Yeast lifespan up: 19; PTEN del growth: 93; Phagocyt inh: 0; MRP-1 activ: -2.8; bCat KO growth: 89; NPY-Y2 antag: 2; Measles CPE: 15; GALR2 blocker: 5

What do the screens show for `Cc1ccc(Cl)cc1N1CCN(C(=O)C2CCN(c3nnc(-n4cccc4)s3)CC2)CC1`?
E-sel TNF inh: -10; BB579 growth dn: -17; Yeast lifespan up: -6; PTEN del growth: 55; Phagocyt inh: 0; MRP-1 activ: 1.2; bCat KO growth: 51; NPY-Y2 antag: 7; Measles CPE: 13; GALR2 blocker: -1

What do the screens show for `CCOc1cc(/C=C2\C(=O)ON=C2C)ccc1OCc1ccccc1`?
BB579 growth dn: -9; Yeast lifespan up: 20; PTEN del growth: 60; Phagocyt inh: 0; MRP-1 activ: -0.4; bCat KO growth: 71; NPY-Y2 antag: 3; Measles CPE: 0; GALR2 blocker: -1

What do the screens show for `FC(F)(F)c1cc(C(F)(F)F)c2ccc(N/N=C/c3cccc(Cl)c3)nc2n1`?
E-sel TNF inh: 17; BB579 growth dn: -5; Yeast lifespan up: -18; PTEN del growth: 90; MRP-1 activ: -2.1; bCat KO growth: 93; NPY-Y2 antag: 1; Measles CPE: 8; GALR2 blocker: -5

What do the screens show for `Cc1ccc(-c2noc(CCC(=O)N3CCN(c4cccc(C(F)(F)F)c4)CC3)n2)cc1`?
E-sel TNF inh: -7; BB579 growth dn: -48; Yeast lifespan up: -7; PTEN del growth: 64; MRP-1 activ: -0.4; bCat KO growth: 60; NPY-Y2 antag: 9; Measles CPE: 25; GALR2 blocker: 7

How did CCc1nnc(NS(=O)(=O)c2ccc(NC(=S)NC(=O)c3ccccc3)cc2)s1 do in these assays?
BB579 growth dn: -16; Yeast lifespan up: 0; PTEN del growth: 101; Phagocyt inh: -8; MRP-1 activ: -3.1; bCat KO growth: 95; NPY-Y2 antag: -2; Measles CPE: 5; GALR2 blocker: -1

How did O=C(NC1CCCC1)C(c1cccnc1)N(C(=O)c1csnn1)C1CC1 (configuration not stated) do in these assays?
E-sel TNF inh: -12; BB579 growth dn: -36; Yeast lifespan up: -15; PTEN del growth: 102; Phagocyt inh: 0; MRP-1 activ: -0.6; bCat KO growth: 104; NPY-Y2 antag: 3; Measles CPE: 7; GALR2 blocker: -2

What do the screens show for `COc1ccc(S(=O)(=O)N2CC(O)CC2C(=O)OCc2nc3sc(C)c(C)c3c(=O)[nH]2)cc1` (configuration not stated)?
BB579 growth dn: -43; Yeast lifespan up: 0; PTEN del growth: 89; Phagocyt inh: -1; MRP-1 activ: 0.4; bCat KO growth: 90; NPY-Y2 antag: 2; Measles CPE: 8; GALR2 blocker: 13

How did Cc1nn(-c2ccccn2)c(C)c1Oc1ccccc1O do in these assays?
BB579 growth dn: 0; Yeast lifespan up: -18; PTEN del growth: 74; Phagocyt inh: 0; MRP-1 activ: -1.1; bCat KO growth: 91; NPY-Y2 antag: 3; Measles CPE: 0; GALR2 blocker: 6

What do the screens show for `Clc1ccc(COn2c(-c3ccc(Cl)cc3Cl)nc3ncccc32)cc1`?
E-sel TNF inh: -1; BB579 growth dn: -7; Yeast lifespan up: 16; PTEN del growth: 57; MRP-1 activ: -3.5; bCat KO growth: 60; NPY-Y2 antag: 11; Measles CPE: 25; GALR2 blocker: -22

What do the screens show for `c1ccc(-c2nccc(-c3ccc(-n4cnc5ccccc54)cc3)n2)cc1`?
E-sel TNF inh: -11; BB579 growth dn: -17; Yeast lifespan up: -12; PTEN del growth: 103; Phagocyt inh: 0; MRP-1 activ: -0.3; bCat KO growth: 108; NPY-Y2 antag: 5; Measles CPE: 8; GALR2 blocker: -9

How did c1ccc(CNc2ncnc3ccccc23)cc1 do in these assays?
BB579 growth dn: -42; Yeast lifespan up: 5; PTEN del growth: 53; Phagocyt inh: 1; MRP-1 activ: -0.7; bCat KO growth: 59; NPY-Y2 antag: 3; Measles CPE: 6; GALR2 blocker: 23
